N370S GC: inhibitors or activators of N370S glucocerebrosidase for Gaucher disease | P04062 | 330,000 tested, 0.092% active | N370S GC spleen homogenate, 4MU-glucoside fluorescence | Potency, µM (highest dose often 59.4 µM), for the others: at the top dose activity change, negative = inhibition, hits mostly inhibitors;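 note: 0% = full enzyme activity and -100% = no enzyme basal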
TDP1 block: blocks human tyrosyl-DNA phosphodiesterase 1; Q9NUW8; recombinant TDP1, AlphaScreen DNA substrate cleavage; Potency, µM (titrated, usually from 130 µM), for the others: top-dose activity change, negative = inhibition, actives largely listed as inhibitors; 350,000 tested, 0.28% active; note: nearly all actives have a fitted effect of over 40% in size
Target sequence (Q9NUW8 whole entry, looked up): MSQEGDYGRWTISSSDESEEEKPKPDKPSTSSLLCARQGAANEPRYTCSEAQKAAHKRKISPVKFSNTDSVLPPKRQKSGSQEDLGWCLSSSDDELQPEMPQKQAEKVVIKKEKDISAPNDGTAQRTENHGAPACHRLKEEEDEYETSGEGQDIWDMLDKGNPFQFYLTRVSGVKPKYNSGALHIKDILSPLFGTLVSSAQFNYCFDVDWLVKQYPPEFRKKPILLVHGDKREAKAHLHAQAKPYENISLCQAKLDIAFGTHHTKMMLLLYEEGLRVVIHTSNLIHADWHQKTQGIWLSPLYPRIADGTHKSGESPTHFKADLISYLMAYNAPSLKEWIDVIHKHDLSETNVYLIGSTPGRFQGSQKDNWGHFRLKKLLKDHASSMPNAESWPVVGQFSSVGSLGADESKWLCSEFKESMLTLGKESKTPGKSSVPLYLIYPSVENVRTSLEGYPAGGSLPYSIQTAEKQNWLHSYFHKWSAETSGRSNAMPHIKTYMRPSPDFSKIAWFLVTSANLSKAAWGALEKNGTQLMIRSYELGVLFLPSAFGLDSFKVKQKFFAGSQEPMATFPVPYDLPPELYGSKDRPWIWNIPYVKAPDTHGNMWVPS
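Recombinant E. coli-expressed Tdp1 (1 nM) preincubated with compound 15 min at RT, then 5'-biotin/3'-phosphotyrosine-FITC DNA substrate (15 nM) added for 5 min. AlphaScreen beads (10 ug/ml) added, 10 min RT; tyrosine-FITC cleavage read as signal loss.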
TDP1 cell noCPT: qHTS for Inhibitors of human tyrosyl-DNA phosphodiesterase 1 (TDP1): qHTS in cells in absence of CPT | Potency, µM (highest dose often 46.2 µM), for inactives: top-dose activity change, negative = growth inhibition, actives largely listed as inhibitors | AID 686978, 2013 | 420,000 tested, 15% active | DT40 Tdp1-/- hTDP1 cells, no CPT, ATP luminescence, 48 h; note: nearly all actives have a fitted effect of over 55% in size
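Seeded 400 DT40-hTDP1 cells/well (vehicle DMSO, no 20 nM CPT); pinned compounds; ≥48 hr at 37 °C; CellTiter-Glo luminescence as viability measure.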
Numbers without * were called inactive; ? = inconclusive; . = no result given; & = joins results of further samples; [ ] = dose if it differs, or a comment. Calls come from the whole dose curve; as a rule, active = well fitted curve in the direction sought with a large enough effect; inconclusive = small, poorly fitted or top-dose-only effect, or another doubt; inactive = no such curve, though single readings can be large; an effect the other way counts as inactive or inconclusive. Unless noted, % is set by controls: 0 for no effect and ±100 for the full control effect; potency is the fitted concentration of half-maximal effect.

Every second line gives: TDP1 block	TDP1 cell noCPT	N370S GC
> COc1ccc(OCC(=O)N2CCC(Cc3ccccc3)CC2)cc1
  6%	?	1%
> COC(=O)CSc1nc(NC(C)(C)C)nc(N(C)C)n1
  3%	-23%	6%
> CCCCn1c2c(c(=O)n(C)c1=O)C(CC(=O)OCC(=O)Nc1cccc(C(F)(F)F)c1)C(=O)N2 (stereo not drawn)
  1%	-24%	-9%
> FC(F)(F)Oc1ccc(Nc2nc3ccccc3o2)cc1
  0%	-21%	7%
> Cc1ccc(CCNC(c2ccc(F)cc2)c2nnc(-c3ccccc3Cl)o2)cc1 (stereo not drawn)
  0%	?	.
> CCOC(=O)/C(=N/Nc1ccc(Cl)cc1)Sc1nnnn1-c1ccc(C)cc1
  5%	-6%	5%
> CCOc1cc(NC(=S)NCC2CCCO2)c(OCC)cc1NC(=O)c1ccc(C)cc1 (stereo not drawn)
  0%	8%	11%
> COc1ccc(CCNC(=O)C(=O)NCC2OCCN2S(=O)(=O)c2ccccc2)cc1 (stereo not drawn)
  .	?	-4%
> N#CC(C#N)=Cc1ccc(-c2ccc(S(=O)(=O)N=C(N)N)cc2)o1
  0%	?	-9%
> CCN1C(=O)C(O)(CC(=O)c2ccc(-n3cccc3)cc2)c2ccccc21 (stereo not drawn)
  5%	?	-13%
> COc1cc(-c2oc3cc(O)ccc3c(=O)c2O)ccc1O
  -1%[56.1 µM]	?	9%
> CCC(C)C(=O)OCC1(c2ccc(C)cc2OC(=O)C(C)C)CO1 (stereo not drawn)
  .	-13%	7%
> CC1(c2nnc(-c3ccc(F)cc3)o2)CC(c2ccc(Cl)cc2)=NO1 (stereo not drawn)
  -1%	-20%	17%
> CC1CCN(C(=S)NC(=O)C2CCCCC2)CC1
  -1%	?	-3%
> O=C(Nc1ccc(Cl)cc1F)c1cc(S(=O)(=O)NC2CCCCCC2)ccc1F
  7%	?	.
> COc1cccc(C(=O)NOCc2ccccc2)c1OC
  0%	0%	.
> Cn1c(CCc2ccccc2)n[nH]c1=S
  .	12%	-2%
> Cc1ccc(Cn2ccn(Cc3ccccc3F)c(=O)c2=O)cc1
  1%	-27%	.
> Cc1ccc2c(c1)N(C(=O)CCC(=O)NCc1cccc(Cl)c1)CC(C)O2 (stereo not drawn)
  .	16µM*	2%
> S=c1[nH]nc(CN2CCCC2)n1Cc1ccccc1
  -3%	0%	-9%
> Sc1nnc(-c2ccc(Cl)cc2)n1Cc1ccccc1
  1%	-27%	.
> COc1cc(C)c(C(C)C)cc1S(=O)(=O)N1CCN(C)CC1
  -2%	-4%	-27%
> O=C(Cc1ccc(S(=O)(=O)N2CCCC2)s1)NC1CCCCCC1
  -5%	?	6%
> COc1ccc(OC)c(C2=NOC(C(=O)Nc3cccc(C(C)=O)c3)C2)c1 (stereo not drawn)
  2%	-15%	12%
> CCOc1ccc(-c2cc(-c3nc(-c4ccc(C)cc4)no3)[nH]n2)cc1
  5%	?	.
> O=C(NNC(=O)c1cccc(-n2cccc2)c1)c1ccc(F)cc1
  .	?	-3%
> Cn1c2ccc(F)cc2c2ncn(Cc3ccccn3)c(=O)c21
  3%	-8%	-12%
> O=C(CSc1nnc(-c2cccs2)o1)Oc1ccccc1Cl
  9%	-1%	.
> O=C1C2CC=CCC2C(=O)N1CC1CCCO1 (stereo not drawn)
  -2%	?	0%
> Cc1nnc(SCC(=O)NC(=O)NC2CCCC2)n1N
  2%	-14%	6%
> O=C(NC1CC1)c1ccc2snnc2c1
  -7%	-17%	-2%
> Cc1ccc(C(=O)OCC(=O)Nc2sc3c(c2C#N)CCC3)cc1
  1%	12%	6%
> CC1(C(=O)Nc2c(F)c(F)c(F)c(F)c2F)CC1(Br)Br (stereo not drawn)
  .	-29%	-16%
> COc1ccc(C(O)(CCN2CCCCC2)C2CCCCC2)cc1 (stereo not drawn)
  .	21µM*	-2%
> O=C(NCc1ccncc1)c1cccc(S(=O)(=O)Nc2ccc(F)cc2)c1
  0%	?	-10%
> CCc1cc2c(=O)c(-c3ccc4c(c3)OCCO4)coc2c(CN2CCCCC2C)c1O (stereo not drawn)
  8%	1.5µM*	7%
> COc1cc(OC)c(NC(=O)CCc2nc(C3=CCN(Cc4cccc(Cl)c4)CC3)no2)cc1Cl
  5%	8.2µM*	.
> Cc1c(C(=O)c2cccc([N+](=O)[O-])c2)c2ccccn2c1CCC#N
  8%	-26%	8%
> O=C(CCCNC(=O)c1ccc(Cl)cc1)Nc1ccccc1F
  5%	-6%	-2%
> Cc1n[nH]c(=O)c2c(NC(=O)COC(=O)c3cccc(OC(F)F)c3)oc(C)c12
  .	-5%	0%
> COc1ccc(OC)c(NC(=O)CN(C)CCOc2ccc(Br)cc2)c1
  13%	?	-8%
> Cc1cc(C)c(NC(=O)CSc2nc3nccnc3c(=O)n2CCc2c[nH]c3ccccc23)c(C)c1
  1%	0%	.
> COc1ccc(C(CNS(=O)(=O)c2ccc(NC(C)=O)c(OC)c2)N2CCCCC2)cc1 (stereo not drawn)
  2%	1%	.
> Cc1ccc(NC(=O)CSc2nc(=O)n(CCCN(C)C)c3c2CCC3)c(C)c1
  0%	3%	-3%
> O=C(NCc1ccc2c(c1)CCN2C(=O)c1ccncc1)c1ccccc1F
  0%	?	.
> Cc1nnc(NC(=O)c2ccc(-c3ccc(Cl)cc3)o2)s1
  4%[0.505 µM]	-3%	-5%
> O=C(Nc1ccc(Br)c2cccnc12)c1cccc2ccccc12
  -1%	-18%	.
> CC(=O)N1CCOc2ccc(S(=O)(=O)Nc3ncccc3C)cc21
  3%	1%	0%
> O=C(OCCN1C(=O)c2ccccc2C1=O)c1cc(S(=O)(=O)N2CCOCC2)ccc1Cl
  7%	3%	11%
> Cn1c(SCc2ccccc2C#N)nnc1-c1ccncc1
  .	-6%	-5%
> O=C(NCCNc1cc(Cl)ccc1[N+](=O)[O-])c1ccco1
  7%	-1%	3%
> CCOC(=O)/C(C#N)=C/c1cc(C)n(-c2ccc(C)cc2)c1C
  0%	18µM*	-3%
> COc1ccc(C(c2nnnn2C2CCCC2)N2CCN(c3ccccc3)CC2)cc1 (stereo not drawn)
  0%	?	10%
> CC1CCCCC1NC(=O)CCS(=O)(=O)c1ccc(Cl)cc1 (stereo not drawn)
  1%	?	.
> C=CCn1c2ccccc2c(=O)c2cc(C#CC[C@@H](C)O)ccc21
  -7%	10µM*	.
> COC(=O)c1ccccc1NC(=O)Cn1c(=O)n(Cc2ccc(C(=O)NCc3ccc4c(c3)OCO4)cc2)c(=O)c2ccccc21
  3%	-19%	.
> O=C(CCl)Nc1cc(-c2ccccc2)nn1-c1ccccc1
  8%	3.3µM*	12%
> CC1=C(C(=O)Nc2cccc(C(=O)NCc3ccccc3C)c2)SCCO1
  8%	2%	-7%
> CCN(CC)S(=O)(=O)c1cc(C(=O)Nc2cc(S(=O)(=O)N3CCOCC3)ccc2N2CCCC2)ccc1F
  5%	?	0%
> CCOC(=O)N1CCN(S(=O)(=O)c2ccc(Br)s2)CC1
  5%	13µM*	5%

In the list so far, these have an aryl thioether with sulfur outside any ring:
Every second line gives: TDP1 block	TDP1 cell noCPT	N370S GC
> COC(=O)CSc1nc(NC(C)(C)C)nc(N(C)C)n1
  3%	-23%	6%
> O=C(CSc1nnc(-c2cccs2)o1)Oc1ccccc1Cl
  9%	-1%	.
> Cc1nnc(SCC(=O)NC(=O)NC2CCCC2)n1N
  2%	-14%	6%
> Cc1cc(C)c(NC(=O)CSc2nc3nccnc3c(=O)n2CCc2c[nH]c3ccccc23)c(C)c1
  1%	0%	.
> Cc1ccc(NC(=O)CSc2nc(=O)n(CCCN(C)C)c3c2CCC3)c(C)c1
  0%	3%	-3%
> Cn1c(SCc2ccccc2C#N)nnc1-c1ccncc1
  .	-6%	-5%

(listing goes on)
Every second line gives: TDP1 block	TDP1 cell noCPT	N370S GC
> CCOC(=O)C1CCN(C(=O)CSc2cc(=O)n(C)c3ccccc23)CC1
  3%	-18%	19%
> COC(=O)NNC(=O)c1ccc(C)c(Br)c1
  -3%	8%	-14%
> Cc1cc2oc(=O)cc(-c3ccccc3)c2c(C)c1-c1ccc(C#N)cc1
  1%[56.1 µM]	16µM*	13%[89.1 µM]
> O=C(COC(=O)CCCN1C(=O)c2cccc3cccc(c23)C1=O)NC1CCS(=O)(=O)C1 (stereo not drawn)
  0%	?	16%
> COCCN(C(=O)COC(=O)Cc1cccc2ccccc12)c1c(N)n(Cc2ccccc2)c(=O)[nH]c1=O
  1%	-17%	8%
> O=C(NCC1CCCCC1)c1cc(S(=O)(=O)N2CCCCC2)ccc1N1CCOCC1
  8%	2%	?
> COc1cccc(-c2ccc(-c3noc(-c4ccccc4F)n3)c(OC)n2)c1
  -9%	-19%	6%
> CC(C)(C)c1cc(CCC(=O)NCC2CCCO2)cc(C(C)(C)C)c1O (stereo not drawn)
  1%	-9%	-16%
> COC(=O)C/C=C/[C@@H](C)[C@@H](/C=N/OC[C@H]1O[C@H](c2ccccc2)C=C[C@@H]1Oc1ccc(OC)cc1)NS(=O)(=O)c1ccc(C)cc1
  0%	.	4%
> COc1ccc(C(C)=O)cc1COc1ccccc1[N+](=O)[O-]
  0%	-1%	2%
> C=C(C)CN(CC)C(=O)CSc1nc2ncc(Cl)cc2[nH]1
  -3%	?	3%[2.35 µM]
> COc1ccc(Cl)cc1NC(=O)C1CCCN(c2ncnc3c2nc2n3CCCCC2)C1 (stereo not drawn)
  4%	8.2µM*	-2%
> Cc1nnc(NC(=O)C2CCN(c3cnccn3)CC2)s1
  4%	-2%	3%
> CCOc1ccc(CCNC(=O)CSCC(=O)Nc2ccc(OC)cc2)cc1OCC
  3%	?	.
> CCCCCCCN[C@H]1CCC[C@@H]1CCCCCCC(=O)O
  7%	.	-1%
> CCOC(=O)C1CCCN(C(=O)c2cc3c(=O)[nH]c4ccc(C)cc4c3s2)C1 (stereo not drawn)
  4%	?	.
> COc1ccc(S[C@@H](CCN2CC[C@H](C)CCC2=O)c2ccccc2)cc1
  -8%	15µM*	.
> Cc1ccc(S(=O)(=O)/N=C(/Nc2ccc(F)cc2F)c2ccccc2)cc1
  1%	5%	-6%
> Cc1cc(C(C)(C)C)cc(C)c1CCNC(=O)c1c(C)noc1C
  9%	26µM*	-10%
> CC(=O)OC(CC(=O)O)C[N+](C)(C)C (stereo not drawn)
  3%	-8%	-14%
> CCOc1ccc(Cl)cc1S(=O)(=O)NCc1ccccn1
  8%	0%	2%
> O=C(O)c1cc(=O)c2ccc(Cl)cc2[nH]1
  7%[56.1 µM]	16%&-7%	-2%&5%&-5%&-4%
> COC(=O)c1cccc(S(=O)(=O)N2CCC(NC(=O)NC34CC5CC(CC(C5)C3)C4)CC2)c1
  4%	21µM*	-1%
> COc1cc(Cl)c(C)cc1NC(=O)c1cccc(OC)c1OC
  -5%	?	17%
> N#Cc1cc2c(nc1SCc1ccccc1)CCC2
  0%	-3%	5%
> COc1cccc(NC(=O)COC(=O)CCn2c(C)csc2=O)c1
  8%	0%	-3%
> CC(N=C1NS(=O)(=O)c2ccccc21)C(=O)N1CCc2ccccc2C1 (stereo not drawn)
  0%	-5%	-1%
> O=C(CCC(=O)c1ccc(F)cc1)Nc1ccccc1Cl
  2%	3%	10%
> COc1ccc(C(=O)NC(=S)Nc2ccc([N+](=O)[O-])cc2C)cc1OC
  -3%	?	-1%
> Cc1nn(-c2ccccc2)c(Cl)c1C(=O)Nc1nnc(C2CCCCC2)s1
  3%	-16%	25%
> Cc1onc(-c2c(Cl)cccc2Cl)c1C(=O)N1CCOCC1
  -3%	-31%	3%
> CCCOc1ccc(C(=O)N(Cc2cccs2)c2ccc(C)cc2)cc1
  -6%	-25%	.
> COc1ccc(OC)c(NC(=O)C(=O)NNC(=O)c2cccs2)c1
  11%	?	-1%
> O=C(Nc1ccccc1)C1=C[C@H](c2ccc(C(F)(F)F)cc2)C[C@H](OCc2ccc(CO)cc2)O1
  .	?	26%
> CNC(=O)Nc1ccc2nc(C)sc2c1
  -4%	-15%	-10%
> O=C(CSc1nnc(-c2cccc(S(=O)(=O)N3CCCC3)c2)n1-c1ccccc1)Nc1ccc(C(=O)O)cc1
  79µM*	1%	-7%
> CCCNS(=O)(=O)c1ccc(NC(=O)Cc2cccs2)cc1
  3%	-9%	0%
> CC(=O)n1nc(-c2ccccc2)nc1NCc1ccc(N(C)C)cc1
  8%	3%	4%
> CC(C)(C)C(=O)Nc1ccc2c(c1)-c1cc(NC(=O)C(C)(C)C)ccc1C2
  2%	-17%	-3%
> O=C1c2ccccc2-c2onc3c(Oc4ccccc4)cc(O)c1c23
  11%	.	-15%
> Cc1nc(-c2cccc(S(=O)(=O)N3CCC(C)CC3)c2)cs1
  1%	?	20%
> COc1ccccc1C1CC(=O)n2c(nc(-c3ccccc3)c2-c2ccccc2)S1 (stereo not drawn)
  -8%	4%	23%

Compound activity (PubChem)

This is a subset, so the mix of outcomes need not match the whole.
